NPY Y1 blocker – NPY-Y1 (human) receptor antagonism | hit rate 1% among 200,000 | inhibition, % at 3.6 µM | P25929 | HEK293-CNG Y1 cells, membrane potential fluorescence; NPY at EC95, then isoproterenol | AID 1040;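 active = inhibition above the campaign mean inhibition of all tested compounds plus 3 SD, cut at about 20% in these data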;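 also: 0% = DMSO wells given NPY plus isoproterenol and 100% = isoproterenol alone without NPY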
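Benchmarks – high control isoproterenol alone, low control NPY with isoproterenol · Material – HEK293 Y1/CNG channel cell line · Times – dye 3 h, compound 60 min room temperature, stimulation 45 min · Probe or stimulus – NPY (25 nM), isoproterenol (1 µM), Ro 20-1724 (25 µM) · Evaluation – % inhibition of NPY effect · Signal – fluorescence, membrane potential probe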
NPY-Y1 PAM-ag – potentiates or activates human NPY-Y1 receptor. NPY-Y1 expressing cells, potentiator/agonist activation. activation, % at 3.6 µM. hit rate 0.37% among 220,000. P25929; in the data active = activation above about 33%, passing the limit was not always enough;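 also: cells stimulated with NPY at EC10 then isoproterenol at EC100; 0% = low agonist plus stimulus and 100% = saturating agonist plus stimulus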
S1P4 ag – activates the human S1P4 receptor. O95977. AID 1509. S1P4-expressing cell line, agonist reporter assay. hit rate 0.35% among 220,000. activation, % at 4.98 µM; in the data active = activation above about 11%;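 also: 0% = DMSO vehicle and 100% = reference agonist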
Target sequence (O95977 whole entry, looked up): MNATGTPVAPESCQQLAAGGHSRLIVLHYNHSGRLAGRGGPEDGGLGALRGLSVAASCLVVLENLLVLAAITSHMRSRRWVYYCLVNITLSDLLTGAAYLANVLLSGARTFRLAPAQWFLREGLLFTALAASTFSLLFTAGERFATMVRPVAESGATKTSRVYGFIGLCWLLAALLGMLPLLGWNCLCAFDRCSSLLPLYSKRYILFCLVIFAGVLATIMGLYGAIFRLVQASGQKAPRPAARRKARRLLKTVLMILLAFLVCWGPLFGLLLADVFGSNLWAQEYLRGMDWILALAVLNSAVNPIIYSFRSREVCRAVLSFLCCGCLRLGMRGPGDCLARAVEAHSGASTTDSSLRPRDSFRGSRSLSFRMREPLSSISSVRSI
NPY2 pot ag – potentiators or agonists of human neuropeptide Y receptor Y2. cells expressing NPY-Y2, potentiator/agonist read-out. activation, % at 3.6 µM. hit rate 0.45% among 220,000; in the data active = activation above about 27%;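 also: cells stimulated with NPY near EC25 plus isoproterenol at EC100; 0% = vehicle plus submaximal agonist and 100% = vehicle plus saturating agonist; some results beyond the cut were filed as inactive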
RBBP9 inhibitor – inhibitors of human serine hydrolase RBBP9; O75884; recombinant RBBP9, FP-Rh probe fluorescence polarization; inhibition, % at 7.94 µM; hit rate 0.2% among 220,000; AID 1515;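 active = inhibition above the campaign mean of all tested compounds plus 3 SD, cut at about 14% in these data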;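 also: plate controls were DMSO wells with RBBP9 for no effect and wells lacking RBBP9 protein for full effect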
Target sequence (O75884 whole entry, looked up): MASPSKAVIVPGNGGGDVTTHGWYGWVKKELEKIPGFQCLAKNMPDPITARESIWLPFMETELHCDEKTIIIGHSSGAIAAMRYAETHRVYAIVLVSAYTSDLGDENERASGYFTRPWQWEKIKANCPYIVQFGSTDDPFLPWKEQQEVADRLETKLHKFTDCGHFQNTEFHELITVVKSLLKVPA
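Test system: recombinant human RBBP9; Timing: 30 min then 45 min, 25 °C; Detection: fluorescence polarization; Control set: RBBP9 with DMSO as uninhibited control, no-protein wells as full inhibition; Compound dosing: one concentration, 7.94 µM nominal, 0.794% DMSO; Probe or stimulus: FP-Rh activity-based probe, 375 nM before mixing.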
S1P4 antag – human S1P4 receptor antagonism; inhibition, % at 4.98 µM; hit rate 0.26% among 220,000; AID 1510; S1P4-expressing cells, antagonist mode, reporter read-out; in the data active = inhibition above about 29%;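 also: 0% = wells stimulated with agonist and 100% = vehicle wells without agonist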
Runt-CBFb FRET – Runt domain-CBFb interaction inhibition. AID 1496. inhibition, % at 20 µM. hit rate 0.46% among 220,000. Q01196+Q13951. Cerulean-Runt/Venus-CBFb FRET ratio 530/480, 1 h;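 active = inhibition over about 50% at 20 µM in the single-dose screen, limit read from the data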;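 also: 0% = DMSO wells and 100% = excess unlabeled CBFb competitor control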
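Measured by: fluorescence energy transfer, 422 nm excitation, 530/480 nm emission; Assay system: Cerulean-Runt domain; Medium: Tris pH 7.5 buffer with BSA; Measure: loss of energy transfer signal; Controls: 5 µM unlabeled CBFb as full-inhibition high control; Incubation: protein complex preformed 1 h, compound exposure 1 h, room temperature, dark.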
BaF3 parental – parental Ba/F3 viability inhibition as JAK2V617F counter-screen. CellTiter-Glo ATP luminescence. inhibition, % at 5.6 µM. hit rate 1.1% among 220,000. AID 1486;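 active = inhibition above a per-campaign cutoff, the mean inhibition of all tested compounds plus 3 SD, cut at about 27% in these data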;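 also: 0% = DMSO wells and 100% = JAK Inhibitor I control wells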
Ba/F3 V617F tox – loss of viability in JAK2V617F-driven Ba/F3 cells | Ba/F3 EpoR-JAK2V617F viability, ATP luminescence | inhibition, % at 5.6 µM | hit rate 1.1% among 220,000;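 active = inhibition above the campaign mean plus 3 SD over all tested compounds, cut at about 24% in these data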;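 also: cytokine-independent growth of Ba/F3 cells driven by EpoR plus mutant JAK2; 0% = DMSO-treated cells and 100% = JAK inhibitor I control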
Active calls of the source: *; . = no result given. This is a random part of the collection; overall some 3.6% were active at least once.

no.	SMILES	NPY Y1 blocker	NPY-Y1 PAM-ag	S1P4 ag	NPY2 pot ag	RBBP9 inhibitor	S1P4 antag	Runt-CBFb FRET	BaF3 parental	Ba/F3 V617F tox
1	O=C(O)C1C2CCC(O2)C1C(=O)Nc1cccc(F)c1 (configuration not stated)	4	-3	1.4	13	0	-5	-2	4	-2
2	CC1=C(C(=O)OCc2ccccc2)C(c2ccccn2)c2c(n(C)c(=O)n(C)c2=O)N1 (configuration not stated)	-6	-13	0.6	-11	7	3	-3	7	5
3	COc1cc(C(=O)NC(=S)Nc2csc(-c3ccc(F)cc3)n2)cc(OC)c1OC	.	-2	0.2	9	0	-4	-3	-4	4
4	O=C(Cc1ccccc1[N+](=O)[O-])Nc1ccccc1C(=O)N1CCOCC1	3	15	2.5	0	4	-11	1	3	-2
5	Cc1cc(C(=O)COc2ccc(F)cc2Br)c(C)n1C	1	-9	2.2	2	3	-12	0	-2	-2
6	Cn1c(C(=O)Nc2ccc3c(c2)OCO3)cc2c(=O)n(C)c3ccccc3c21	5	13	-0.8	8	-6	-4	-1	6	-2
7	S=c1cnc2ccccc2[nH]1	-1	-15	-0.7	-14	0	15	-1	2	0
8	CC1CCN(C(=O)c2ccc(C(=O)N3CCC(C)CC3)cc2)CC1	-2	-14	0.7	10	6	-11	.	1	-3
9	COc1ccc(N=N/C(C(C)=O)=C(/C)O)cc1	.	7	0.7	6	-3	11	-1	5	1
10	CCCc1cc(=O)oc2c(CN3CCCC3)c(O)c(Cl)cc12	-2	2	3.6	-1	-4	-29	98*	4	-5
11	O=c1ccc(/C=C/c2ccccc2)nn1Cc1ccccc1Cl	4	-21	-1.1	-3	-5	1	-2	4	0
12	Cc1cc(C)c(NC(=O)CN2C(=O)NC3(CCCCC3)C2=O)c(C)c1	3	4	1.5	10	-1	-4	-1	2	1
13	COc1ccc(C[C@H]2CN3C(=NC[C@@H]3Cc3ccc(O)cc3)N2CCNC(=O)c2ccc(C)c(Br)c2)cc1	4	6	-0.1	-22	-2	0	-2	-4	-3
14	Cc1cc(NC(=O)CSc2nc(C(C)C)nc3c2c(=O)n(C)c(=O)n3C)no1	4	11	0.3	16	-3	1	1	2	-5
15	C=CCSc1nc2[nH]ncc2c(=O)[nH]1	-4	-3	-0.8	3	-3	4	0	3	2
16	CCC(C)NC(=S)Nc1ccc(C(=O)OC)cc1 (configuration not stated)	2	0	-0.9	19	-7	-19	0	50*	7
17	Cc1csc(NC(=O)Nc2cccc(Cl)c2)n1	1	-7	-3.1	-10	-9	-7	-2	1	-3
18	COc1ccc2nc(SCC(N)=O)[nH]c2c1	-2	0	-2.2	-5	5	-26	0	2	-2
19	COc1ccc2cc3cc(C(=O)NCCN4CCc5ccccc5C4)oc3nc2c1	-7	2	1.6	2	-2	-37	-2	1	-5
20	CC(C)N1CC(O)=C(c2nc3ccccc3[nH]2)C1=N	1	17	1.5	7	0	0	0	3	2
21	CCOC(=O)Cn1c(CN2CCOCC2)nc2c1c(=O)[nH]c(=O)n2C	-2	6	-0.3	13	1	1	.	2	-3
22	O=C1/C(=C/c2ccc(Cl)cc2)NC(=S)N1Cc1cccnc1	-8	8	-1.0	6	9	-2	13	-4	-4
23	O=C(C[n+]1ccc(C(=O)NCc2ccccc2)cc1)c1ccc(OC(F)F)cc1	2	-20	1.0	-1	-10	-2	1	3	0
24	Cc1ccc(C(=O)NCCNC(=O)CN2CCCC2)cc1	2	-10	0.1	11	-6	4	0	-1	-1
25	CCOc1ccc(N2C(=O)C(CC(=O)Nc3ccccc3)N(Cc3ccccn3)C2=S)cc1 (configuration not stated)	-10	23	0.0	14	-1	4	-1	27*	7
26	Cc1ccc(/C=C/S(=O)(=O)Nc2ccc(C)cc2)cc1	5	-13	0.5	-12	-2	-3	0	5	1
27	Cc1ccc(OCC(=O)NCc2ccco2)c([N+](=O)[O-])n1	7	-3	-1.4	-9	-3	13	2	2	-1
28	CS(=O)(=O)Nc1ccc(C2=NN(S(C)(=O)=O)C(c3ccc4c(c3)OCO4)C2)cc1 (configuration not stated)	1	-7	1.9	-7	-6	-15	0	6	-1
29	O=C(Nc1ccncc1)c1ccc(NS(=O)(=O)c2cccc(F)c2)cc1	0	19	0.6	9	-6	-28	-1	6	-3
30	CC(Sc1nc2cc(Cl)ccc2s1)C(=O)Nc1ccc2c(c1)OCO2 (configuration not stated)	4	-9	-1.3	-2	5	-10	1	5	-1
31	Nc1cccc([N+](=O)[O-])c1	2	7	0.5	-5	0	-22	1	4	0
32	CCOCCCNc1nc2c([nH]1)c(=O)n(C)c(=O)n2C	3	-4	-0.1	8	1	-15	0	5	1
33	NC(=O)CSc1nnc(-c2ccncc2)o1	-1	18	-0.5	11	-6	-4	1	7	-1
34	Cc1oc(-c2ccoc2)nc1CN(CC1CCC(=O)N1)C(C)C (configuration not stated)	7	-9	2.5	-8	-6	-10	2	7	-1
35	Cn1c(SCc2n[nH]c(=S)n2-c2ccccc2)nnc1-c1ccccc1	-1	29	2.3	-1	1	-41	10	-3	-4
36	CCC(=O)N1CCc2cc(Br)cc(S(=O)(=O)CCC(=O)NCCc3ccccc3)c21	-2	1	-8.8	-13	-14	-2	3	2	-1
37	Cc1ccnc(N2CCC(C(=O)Nc3ccc4c(c3)CCC4)CC2)n1	-1	-10	0.4	16	-3	-19	1	1	-3
38	Nc1nnc(-c2ccncc2)s1	-4	13	-0.8	0	-7	-12	0	3	-2
39	COc1ccc(N(CC(=O)N/N=C/c2ccc(-c3ccc([N+](=O)[O-])cc3)o2)S(=O)(=O)c2ccc(C)cc2)cc1Cl	-1	-26	-5.3	0	-8	-2	-33	2	2
40	Cc1cc(-c2n[nH]c(=S)n2/N=C/c2c[nH]c3ccccc23)n[nH]1	.	-2	-1.1	-5	-13	0	13	-1	-1
41	COc1cccc(NC(=O)NC2CCCCC2C)c1 (configuration not stated)	2	2	4.3	-17	-2	-3	2	6	1
42	Cc1ccccc1S(=O)(=O)NC1OC(=O)C(Cl)=C1Cl (configuration not stated)	1	-6	-0.1	3	-8	-13	0	4	2
43	COc1cc2nc(SCc3ccc(Cl)cc3Cl)n(Cc3cccs3)c(=N)c2cc1OC	-2	28	0.9	-1	-17	-7	-1	5	1
44	Cc1c(C(=O)N2CCc3ccccc3C2)sc2nc(-c3ccccc3)cn12	3	-8	0.0	-12	-6	-19	-1	2	1
45	COc1ccc(OC)c(/C=N/NC(=O)c2cc[n+](Cc3ccccc3)cc2)c1	3	1	0.3	-4	-3	-13	1	6	-1
46	Cc1cccc(/C=N/NC(=O)Cc2cccs2)c1	.	-2	2.1	-9	3	25	-1	-3	7
47	N#CCC(=O)Nc1sc2c(c1C(N)=O)CCCC2	3	5	1.5	4	-14	-9	2	7	-4
48	CCOC(=O)N1CCN(C(=O)C2CCN(S(=O)(=O)c3ccc(F)cc3)CC2)CC1	-2	9	0.8	-12	-3	-8	0	7	1
49	COc1ccc(N2C(=O)CCC(C(=O)N3CCCCCC3)C2c2ccc(OC)c(OC)c2)cc1 (configuration not stated)	-2	23	-4.8	-27	-3	-3	-2	6	7
50	CCN(CC)C(=O)CSc1nnc(-c2cc3ccccc3cc2O)n1CC	-12	-13	-2.5	17	2	-19	42	5	-1
51	COc1ccc(Cc2nnc(SCc3nc4ccccc4c(=O)[nH]3)o2)cc1	4	-12	-0.2	2	-2	-11	2	4	-1
52	O=C(CSc1nnc(CNc2ccc(F)cc2)o1)N1c2ccccc2Sc2ccccc21	-4	20	-0.9	4	-11	-13	-2	2	0
53	COc1ccc(C(=O)Nc2cccc(-c3nnc(-c4ccco4)o3)c2)cc1	-3	16	-0.2	-12	-11	-16	-2	2	-1
54	C=CCN(CC=C)CCOc1cccc(Oc2ccccc2)c1	15	-40	0.8	-30	-3	13	-2	10	6
55	O=C(Nc1ccc(Oc2cccnc2)cc1)c1ccccc1Cl	0	-24	1.4	-6	-2	0	0	7	2
56	CCN(C(=O)COc1ccc(C)nc1[N+](=O)[O-])C1CCS(=O)(=O)C1 (configuration not stated)	5	-5	-0.2	2	-11	-7	-2	3	-1
57	Cc1ccc2cc(/C=N/NC(=O)[C@@H]3CCCN3)c(Cl)nc2c1	.	3	-0.2	-33	-6	10	1	0	-1
58	CCOC(=O)c1c(C=O)c(C)n(Cc2ccc(Cl)cc2)c1C	6	-33	-1.4	5	6	-2	-5	1	-4
59	Cc1cc(C)nc(N(C#N)S(=O)(=O)c2ccc(Br)cc2)n1	8	-8	-1.7	-15	-6	-2	0	2	-2
60	CC(C)C(C(=O)NCc1ccco1)N(C(=O)CNS(=O)(=O)c1ccccc1)C1CCCC1 (configuration not stated)	7	-11	-0.2	-7	-8	-8	-3	-3	-4
61	CCOC(=O)CC1CCCCN1Cc1nc(-c2ccc(F)c(OC)c2)oc1C (configuration not stated)	5	21	-0.6	7	3	-12	-2	6	-2

Screens: PubChem, several laboratories
